Screens deposited in PubChem BioAssay by several laboratories.
UHRF1 MBD2 ctr – human UHRF1 methylated DNA binding inhibitors; Q96T88; AID 687016; UHRF1 binding to methylated oligo, TR-FRET; 370,000 tested, 0.75% active; inhibition, % at 4.4 µM; in the data active means inhibition above about 21%;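 further: UHRF1 SRA domain binding a hemimethylated CpG hairpin DNA probe; 0% = median of test compound wells and 100% = reference inhibitor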
LEDGF integ inh – blocks HIV-1 LEDGF/p75-dependent DNA integration; TR-FRET IN-LEDGF/p75 DNA integration, Eu/Cy5; inhibition, % at 3.7 µM; 370,000 tested, 0.64% active; AID 743269;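 active means inhibition above the screen-wide mean plus 3 SD, cut at about 13% in these data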;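 further: signal is the Cy5 over europium emission ratio at 671 and 618 nm; 0% = plate median of compound wells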
MBD2 inh – blocks human MBD2 binding to methylated DNA; AID 686964; TR-FRET, MBD2 binding to methylated oligonucleotide; 370,000 tested, 0.31% active; inhibition, % at 4.4 µM; in the data active means inhibition above about 13%
Rev-erbA mod – Rev-erb alpha (human) modulation | P20393 | Rev-erbα–FITC-DNA binding, fluorescence polarization, 90 min | activity, % at 10 µM | 370,000 tested, 0.79% active;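 active means activity above about 14%, limit read from the data; passing the limit was not always enough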;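 further: 0% = DMSO wells with 35 nM protein and 100% = DMSO wells with 750 nM protein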
Target sequence (P20393 whole entry, looked up): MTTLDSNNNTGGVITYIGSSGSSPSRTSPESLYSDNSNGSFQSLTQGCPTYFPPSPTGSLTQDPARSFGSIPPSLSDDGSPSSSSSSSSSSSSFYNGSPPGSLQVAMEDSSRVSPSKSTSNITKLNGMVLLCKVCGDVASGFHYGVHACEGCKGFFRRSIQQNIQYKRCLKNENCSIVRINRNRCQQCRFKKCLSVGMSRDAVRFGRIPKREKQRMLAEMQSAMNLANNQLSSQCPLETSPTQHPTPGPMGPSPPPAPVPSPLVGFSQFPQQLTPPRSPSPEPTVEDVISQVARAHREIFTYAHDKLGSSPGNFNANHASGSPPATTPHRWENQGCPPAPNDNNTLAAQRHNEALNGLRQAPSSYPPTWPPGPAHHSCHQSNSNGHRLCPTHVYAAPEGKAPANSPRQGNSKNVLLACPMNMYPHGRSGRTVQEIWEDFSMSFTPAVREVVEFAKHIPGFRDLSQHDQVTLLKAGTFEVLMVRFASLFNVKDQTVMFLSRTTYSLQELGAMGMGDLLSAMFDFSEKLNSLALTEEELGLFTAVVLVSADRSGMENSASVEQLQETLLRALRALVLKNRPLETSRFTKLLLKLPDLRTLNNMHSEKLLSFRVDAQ
rCAG RNA binder – binds r(CAG) RNA repeats. r(CAG) RNA repeat, TO-PRO-1 dye displacement fluorescence. inhibition, % at 3 µM. 370,000 tested, 1.3% active;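 active means inhibition above the plate cutoff, the mean of all test compounds on that plate plus 3 SD, cut at about 35% in these data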;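 further: 0% = DMSO alone and 100% = 100 µM mitoxantrone as full dye displacement; higher means more dye released from RNA so lower well fluorescence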
HTRA1 inh – HTRA1 (human) protease inhibition. recombinant HTRA1, FP-rhodamine activity-based probe, fluorescence polarization. 340,000 tested, 0.5% active. Q92743. AID 504803. inhibition, % at 5.96 µM; in the data active means inhibition above about 36%;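 further: 0% = enzyme with DMSO and 100% = wells lacking enzyme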
PG9 binder – small molecules binding HIV-1 gp120 antibody PG9; inhibition, % at 6.7 µM; 360,000 tested, 0.43% active; AID 624416; TR-FRET gp120-PG9 antibody binding; in the data active means inhibition above about 8.5%
ABHD4 inh – inhibitors of mouse ABHD4 | Q8VD66 | purified mABHD4, FP-Rh probe fluorescence polarization | inhibition, % at 8.92 µM | 370,000 tested, 0.54% active;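 active means inhibition exceeding the mean over every tested compound plus 3 SD, cut at about 30% in these data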;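 further: 0% = plate median of compound wells and 100% = S159A mutant with DMSO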
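Assay system: mouse ABHD4 enzyme, wild type / Also added: fluorescent activity-based probe FP-Rh / Doses: single nominal dose of 8.92 µM, 0.89% DMSO final / Timing: 45 min compound pre-incubation plus 60 min probe step, 25 °C / Signal: FP readout, ex 525 nm / em 598 nm / Control set: S159A mutant/DMSO as 100%, compound-well median as 0%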
PRMT1 FP inh – PRMT1 (human) inhibition, primary screen | Q99873 | recombinant PRMT1, activity-based probe fluorescence polarization | inhibition, % at 2.79 µM | 370,000 tested, 1.3% active | AID 652257;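 active means inhibition above about 21% made by adding two undisclosed values, limit read from the data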
Target sequence (Q99873 whole entry, looked up): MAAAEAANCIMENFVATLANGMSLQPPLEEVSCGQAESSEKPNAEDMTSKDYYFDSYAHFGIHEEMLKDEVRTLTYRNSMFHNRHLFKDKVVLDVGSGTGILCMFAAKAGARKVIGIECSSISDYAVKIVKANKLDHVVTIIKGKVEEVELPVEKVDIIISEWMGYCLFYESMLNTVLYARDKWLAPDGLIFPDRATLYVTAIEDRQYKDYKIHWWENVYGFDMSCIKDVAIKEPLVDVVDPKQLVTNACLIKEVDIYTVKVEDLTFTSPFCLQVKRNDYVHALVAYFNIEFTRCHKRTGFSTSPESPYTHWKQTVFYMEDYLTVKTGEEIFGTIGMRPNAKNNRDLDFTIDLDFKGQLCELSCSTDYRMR
TCR CD3 inh – inhibitors of human TCR-CD3 interaction; 360,000 tested, 0.37% active; inhibition, % at 9.4 µM; TAMRA-labeled TCR probe fluorescence, biochemical; AID 651800; in the data active means inhibition above about 19%;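 further: recombinant mutant TCR 2C K166C tagged with TAMRA read by polarization; 0% = receptor in buffer alone and 100% = receptor with positive control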
* = called active by the depositor; · = no result given. Only part of the results is shown; the hit share may differ from the screen's.

SMILES	UHRF1 MBD2 ctr	LEDGF integ inh	MBD2 inh	Rev-erbA mod	rCAG RNA binder	HTRA1 inh	PG9 binder	ABHD4 inh	PRMT1 FP inh	TCR CD3 inh
COc1ccc(S(=O)(=O)CC(O)CN2CCCC2=O)cc1 (configuration not stated)	3	0	-1	-3	-3	3	3.7	-2	2	-5
C=CCOc1ccc(/C=N\NC(N)=S)cc1	-2	-1	-6	3	1	-8	-1.1	2	2	-3
COc1ccccc1NS(=O)(=O)c1cc(NC(=O)c2cnccn2)ccc1N1CCOCC1	0	-3	2	2	2	-7	0.0	5	-1	-5
CCC(=NNC(=O)c1cccc(S(=O)(=O)N2CCOCC2)c1)c1ccccc1	4	-5	-6	0	3	-1	-0.3	-3	-7	5
COC(=O)[C@]1(C)N[C@H](CN(C)S(=O)(=O)c2ccccc2)[C@@H]2C(=O)N(C)C(=O)[C@@H]21	-4	1	-7	-2	-1	4	2.6	2	-1	2
O=C(CN1C2CCC1CC(NC(=O)NC1CCCCC1)C2)NC1CC1 (configuration not stated)	2	1	7	-3	-5	-3	1.4	-10	5	-1
COc1ccc(CCNC(=O)CCNS(=O)(=O)c2cccc3nonc23)cc1OC	2	-3	3	-1	-3	3	1.3	-2	2	2
CC1(C(=O)O)CCC(C(=O)Nc2ccccc2O)C1(C)C (configuration not stated)	2	3	2	-4	1	-1	2.2	-5	0	1
OCCCNc1ncnc2c1ncn2[C@H]1CN(C2CCCC2)C[C@@H](CO)O1	3	-3	3	-4	-1	·	1.9	-5	5	-11
Cc1nnc(NC(=O)CCNC(=O)c2ccccc2Cl)s1	1	1	1	-2	-4	7	-0.9	-3	2	-1
Cc1ccc(NC(=O)Cn2nc([N+](=O)[O-])c(Br)c2C)cc1C	-1	-2	-6	-1	6	-10	2.6	-2	-4	-8
COc1cc(CC2C(=O)OCC2C(=O)c2ccc3c(c2)OCO3)cc(OC)c1OC (configuration not stated)	1	-1	1	1	0	-4	-0.9	1	-4	1
Cc1ccc(NS(=O)(=O)c2ccc(Br)cc2)nc1	-2	2	1	1	1	·	2.7	8	-2	-6
Cc1ccc(C(=O)N(CC(C)C)c2c(N)n(Cc3ccccc3)c(=O)[nH]c2=O)o1	1	-3	3	6	2	1	2.0	4	-1	15
COc1ccc(CCNC(=O)CSc2c[nH]c3ccccc23)cc1OC	1	0	-2	-1	2	3	-1.5	-5	4	-7
COCCn1ccc2c(OCC(=O)Nc3ccccc3OC)cccc2c1=O	0	1	-7	2	2	-4	-0.9	-7	-2	1
Cc1ccc(SCCC(=O)N/N=C/c2cccnc2)cc1	-1	1	-6	2	-6	0	-3.3	0	-3	6
CCCCN(CCCC)S(=O)(=O)c1ccc(SCC(=O)OCC)c([N+](=O)[O-])c1	3	2	-4	0	1	-16	-0.9	2	4	2
COc1cc(C(=O)Nc2ccc(NC(=O)C(C)C)nc2)cc(OC)c1OC	-3	0	0	0	-5	2	0.2	3	0	-1
CCN1CCN(c2ccc(S(=O)(=O)N3CCOCC3)cc2NC(=O)CC(C)C)CC1	5	-2	-1	-4	3	5	3.0	4	1	4
CN(C(=O)COC(=O)c1ccc2ccccc2n1)C1CCCCC1	1	-3	-5	4	0	1	2.9	2	1	0
O=C(c1ccc(F)cc1)C1CCN(C(=O)c2ccccc2)CC1	6	8	8	1	-5	1	2.0	-11	6	-3
Cc1ccc(C2CC(c3ccccc3)=NN2C(=O)CSc2nnc(-c3ccc(Cl)cc3)o2)o1 (configuration not stated)	1	4	4	0	0	-2	1.8	2	4	-2
CCC(CC)C(=O)Nc1nnc(CCc2ccccc2)s1	3	-2	5	-9	-4	-10	0.0	1	7	-4
CC(NC(=O)C1CCN(Cc2ccccc2)CC1)c1cccc2ccccc12 (configuration not stated)	2	1	3	-2	0	·	-2.8	1	4	-2

The last two records of the section before are carried over, then new ones follow:
SMILES	UHRF1 MBD2 ctr	LEDGF integ inh	MBD2 inh	Rev-erbA mod	rCAG RNA binder	HTRA1 inh	PG9 binder	ABHD4 inh	PRMT1 FP inh	TCR CD3 inh
CCC(CC)C(=O)Nc1nnc(CCc2ccccc2)s1	3	-2	5	-9	-4	-10	0.0	1	7	-4
CC(NC(=O)C1CCN(Cc2ccccc2)CC1)c1cccc2ccccc12 (configuration not stated)	2	1	3	-2	0	·	-2.8	1	4	-2
CC(CCc1ccccc1)NC(=O)c1ccccc1C(=O)O (configuration not stated)	-1	6	-4	-2	-3	-2	-1.0	1	-6	3
O=C(N/N=C/c1ccccc1)c1cc(-c2ccc3c(c2)OCO3)n[nH]1	-2	-2	1	-13	5	-38	1.3	-8	1	-5
CCc1ccc(S(=O)(=O)NC(CC(=O)O)c2ccccc2)cc1 (configuration not stated)	-1	0	0	-6	4	4	0.1	6	-2	-8
Cc1nc(N/N=C/c2ccc(O)cc2O)cc(N2CCOCC2)n1	-1	-2	3	-2	5	22	-3.4	9	-5	0
NC(=O)NC(=O)COC(=O)CNS(=O)(=O)c1ccc(F)c(F)c1F	-2	-4	-10	4	-2	2	-0.9	1	-3	4
CCOc1ccc(S(=O)(=O)NCCC(=O)NCc2ccncc2)cc1	-2	-1	-5	-5	0	-1	1.1	0	-1	3
CCn1ncc(/C=C/C(=O)Nc2c(C)nn(Cc3ccc(Cl)cc3Cl)c2C)c1C	-5	3	0	2	-1	3	-0.5	-2	0	5
Cc1c(C(=O)N2CCOCC2)sc(NC(=O)c2ccc([N+](=O)[O-])cc2)c1C#N	-1	-1	-2	1	9	3	-2.8	2	-5	2
COc1cc(NC(=S)NCCc2ccc(S(N)(=O)=O)cc2)c(OC)cc1Cl	-1	-2	0	-2	10	1	-0.6	-2	2	0
CCCOC(=O)CCc1n[nH]c(=O)[nH]c1=O	-1	1	-1	-5	-2	1	-0.1	-4	2	-4
CC(Oc1ccc(F)cc1)c1nnc(SCC(=O)N(c2ccccc2)C2CCS(=O)(=O)C2)o1 (configuration not stated)	0	-1	-3	2	-6	-4	1.7	-5	6	-4
COc1ccccc1-c1c(C)oc2c(CN3CCCC(C)C3)c(O)ccc2c1=O (configuration not stated)	-1	1	-2	3	-3	6	0.6	1	0	7
Cc1c(C=Nc2ccc(S(=O)(=O)CCO)cc2)c(O)[nH]c(=O)c1C#N	-4	4	-5	-3	4	1	1.2	5	4	-8
CCC1=C(OC(=O)N(CC)CC)N2C(=O)OC(=NCc3ccccc3)[C@]2(C)[C@H]2C1=CC[C@H]1C(=O)N(CC)C(=O)[C@H]12	7	-3	4	-4	4	-9	0.0	-11	4	0
COc1cc(/C=N/NC(=O)c2ccncc2)ccc1OC(=O)c1ccccc1Cl	-3	-2	-6	2	3	3	-2.7	-25	-1	5
Cc1cccc(C)c1NC(=O)CN(c1ccccn1)S(=O)(=O)c1ccc(F)cc1	0	2	-1	-2	-1	-2	-2.4	-2	-2	1
COc1ccc(C2c3c(oc4ccccc4c3=O)C(=O)N2Cc2ccncc2)cc1OC (configuration not stated)	3	3	-3	4	-1	·	-5.5	-4	-1	-9
Cc1ccc(OCc2ccccc2C)c([N+](=O)[O-])n1	4	-2	8	-4	-2	1	1.3	-11	8	-5
CCC(C(=O)Nc1ccc2c(c1)OCCO2)n1c(=O)[nH]c2ccccc2c1=O (configuration not stated)	-1	2	-1	7	4	2	-1.4	-3	0	0
COc1ccc(C(=O)Nc2ccccc2C(=O)N(Cc2ccco2)C(C(N)=O)C(C)C)cc1 (configuration not stated)	1	4	-2	24	-3	0	9.9*	3	0	-3
CCS(=O)(=O)c1nc(S(=O)(=O)c2ccc(C)cc2)c(NCCCN2CCOCC2)s1	-1	-2	2	0	-4	5	-0.8	11	2	-6
CC(=O)N(c1cccc(C(F)(F)F)c1)c1nc(/C=C/C(=O)O)cs1	-1	3	4	-1	2	3	-1.3	-6	-3	7
CCO[C@@H]1OC(C(=O)Nc2ccccc2)=C[C@H](c2ccc3c(c2)OCO3)[C@H]1CCCO	1	-2	5	-3	4	-27	-0.1	-25	4	-8
O=C(CSc1nnc(-c2ccccc2)n1-c1ccccc1)c1ccc[nH]1	3	-9	2	0	-4	-1	-4.1	0	4	-2
CN(C)S(=O)(=O)c1cc(NC(=O)COC(=O)Cc2ccc(Br)cc2)ccc1Cl	11	0	1	-1	6	-25	-0.4	9	2	-1

Given with two lines to a compound: six of the compounds above
Second line of a record: UHRF1 MBD2 ctr, LEDGF integ inh, MBD2 inh, Rev-erbA mod, rCAG RNA binder, HTRA1 inh, PG9 binder, ABHD4 inh, PRMT1 FP inh, TCR CD3 inh
- CCCOC(=O)CCc1n[nH]c(=O)[nH]c1=O
 : -1, 1, -1, -5, -2, 1, -0.1, -4, 2, -4
- COc1ccc(C(=O)Nc2ccccc2C(=O)N(Cc2ccco2)C(C(N)=O)C(C)C)cc1 (configuration not stated)
 : 1, 4, -2, 24, -3, 0, 9.9*, 3, 0, -3
- CC(=O)N(c1cccc(C(F)(F)F)c1)c1nc(/C=C/C(=O)O)cs1
 : -1, 3, 4, -1, 2, 3, -1.3, -6, -3, 7
- Cc1nc(N/N=C/c2ccc(O)cc2O)cc(N2CCOCC2)n1
 : -1, -2, 3, -2, 5, 22, -3.4, 9, -5, 0
- O=C(N/N=C/c1ccccc1)c1cc(-c2ccc3c(c2)OCO3)n[nH]1
 : -2, -2, 1, -13, 5, -38, 1.3, -8, 1, -5
- CCc1ccc(S(=O)(=O)NC(CC(=O)O)c2ccccc2)cc1 (configuration not stated)
 : -1, 0, 0, -6, 4, 4, 0.1, 6, -2, -8

Following part.
SMILES	UHRF1 MBD2 ctr	LEDGF integ inh	MBD2 inh	Rev-erbA mod	rCAG RNA binder	HTRA1 inh	PG9 binder	ABHD4 inh	PRMT1 FP inh	TCR CD3 inh
COc1ccc(Cl)cc1N1C(=O)CC(N2CCN(S(=O)(=O)c3ccccc3F)CC2)C1=O (configuration not stated)	2	-1	6	4	4	2	-0.4	6	3	8
Cc1oc2ccc(OC(=O)N3CCOCC3)cc2c1C(=O)OC(C)C	1	-2	0	-3	-6	-3	0.4	59*	-2	5
CCOC(=O)C(N)CSC1CC(=O)N(c2ccc(OC)cc2)C1=O (configuration not stated)	3	1	0	4	2	9	-1.2	8	19	0
CCn1cnc2c1c(=O)n(CC(=O)N1CCc3ccccc31)c(=O)n2Cc1ccccc1	-1	0	3	1	0	1	-2.5	0	-2	3
Cc1cc(C)n2nc(C(=O)Nc3ccc(S(=O)(=O)N(C)C)cc3)nc2n1	-1	7	-7	1	-1	-4	0.8	-12	-3	-3
CC1CCN(S(=O)(=O)c2ccc(C(=O)Nc3nnc(-c4ccco4)o3)cc2)CC1	-2	-3	-2	0	18	0	-0.3	2	-5	-2

Nothing new here: two of the compounds above.
SMILES	UHRF1 MBD2 ctr	LEDGF integ inh	MBD2 inh	Rev-erbA mod	rCAG RNA binder	HTRA1 inh	PG9 binder	ABHD4 inh	PRMT1 FP inh	TCR CD3 inh
Cc1cc(C)n2nc(C(=O)Nc3ccc(S(=O)(=O)N(C)C)cc3)nc2n1	-1	7	-7	1	-1	-4	0.8	-12	-3	-3
CC1CCN(S(=O)(=O)c2ccc(C(=O)Nc3nnc(-c4ccco4)o3)cc2)CC1	-2	-3	-2	0	18	0	-0.3	2	-5	-2
